TR SRC2 fluor cs: alters Texas Red total fluorescence, flagging assay interference. TRb/SRC2 Texas Red total fluorescence interference. Potency, µM (doses to about 106 µM), for inactives: top-dose fluorescence change, negative = quenching. 280,000 compounds, 0.29% hits. AID 1479; active = well fitted curve in either direction with a large enough effect; inconclusive = small, poorly fitted or top-dose-only effect
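Human TRb ligand-binding domain at 0.6 uM with 20 nM Texas Red SRC2 peptide in Tris buffer containing 1 uM T3 and 5% DMSO, incubated with compound 5 h at ambient temperature. Total fluorescence (555/632 nm) calculated as parallel + 2 × perpendicular.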
TRb SRC2 PPI: TRbeta-SRC2 interaction inhibition. P10828. TRbeta-SRC2 peptide binding, fluorescence polarization; receptor liganded with 1 µM T3. Potency, µM (titrated, usually from 106 µM), without a hit: at the highest dose activity change, negative = inhibition, usual class: inhibitors. 280,000 compounds, 0.065% hits. AID 1469; active = well fitted inhibition curve with a large enough effect; inconclusive = small, poorly fitted or top-dose-only effect, or effect the other way;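 also: plate controls were bound peptide for no effect and peptide without receptor for full effect; nearly all actives have a fitted effect of over 50% in size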
Target sequence (P10828 whole entry, looked up): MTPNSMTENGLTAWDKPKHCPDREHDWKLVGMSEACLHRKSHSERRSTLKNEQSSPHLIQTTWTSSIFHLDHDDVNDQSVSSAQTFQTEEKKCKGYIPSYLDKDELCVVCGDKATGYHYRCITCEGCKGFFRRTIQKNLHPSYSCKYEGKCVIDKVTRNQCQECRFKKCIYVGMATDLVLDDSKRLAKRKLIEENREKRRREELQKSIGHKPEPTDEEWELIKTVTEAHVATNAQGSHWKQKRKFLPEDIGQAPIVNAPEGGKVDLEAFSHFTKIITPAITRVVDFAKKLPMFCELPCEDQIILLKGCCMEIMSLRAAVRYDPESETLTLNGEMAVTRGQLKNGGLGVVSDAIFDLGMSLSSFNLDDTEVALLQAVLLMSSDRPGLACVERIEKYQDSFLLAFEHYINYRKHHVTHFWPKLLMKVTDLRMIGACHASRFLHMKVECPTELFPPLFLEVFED
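Binding of a 20-amino-acid Texas Red SRC2 peptide (20 nM) to TRb ligand-binding domain (0.6 uM) with agonist T3 at 1 uM was followed by fluorescence polarization after a 5 hr room-temperature incubation.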
* = called active by the depositor; ? = inconclusive; & = joins results of further samples; [ ] = another dose, or the depositor's remark. Unless noted, % is scaled to controls: 0 for no effect and ±100 for the full control effect; potency is read from the fitted curve at half-maximal effect. These rows are one share of the data; count on the stated rates, not on these rows.

SMILES | TR SRC2 fluor cs | TRb SRC2 PPI
CC1Cn2c(C(=O)NCc3cccc(Br)c3)cc3cccc(c32)S1 (centres undefined) | 0% | 4%
O=C(NC1CC(=O)N(c2ccc(Cl)cc2)C1)c1ccc(S(=O)(=O)N2CCCC2)cc1 (centres undefined) | -1% | 8%
Cc1nn(C)c2c1c(-c1ccccc1)cc(=O)n2Cc1ccc(F)cc1Cl | 5% | 6%
CCc1cccc(NC(=O)Cn2nc3c4cc(F)ccc4n(Cc4cccc(C)c4)cc-3c2=O)c1 | -1% | 4%
COc1ccc(C2=C(C)C(=O)N(Cc3ccc(C(=O)NC(C)c4ccccc4)cc3)S2(=O)=O)cc1 (centres undefined) | -7% | 1%
Cc1cc(C)cc(-n2cnc3cc(C(=O)NC4CCCCCC4)ccc32)c1 | -1% | 7%
Cc1ccc2ncc3c(-c4ccccc4)nn(CC(=O)NC4CCCCC4)c3c2c1 | ? | -1%
O=S(=O)(Nc1cccc(-c2ccc(N3CCCC3)nn2)c1)c1cc(F)ccc1F | -17% | -3%
CCOC(=O)c1cccc(NC(=O)C(C)n2nc(C)c3c(C)n(-c4ccccc4)nc3c2=O)c1 (centres undefined) | 0% | 4%
CCCCc1nn2c(=O)cc(COC(=O)CNC(=O)COc3ccc(C)cc3)nc2s1 | -9% | 6%
CC1CCN(CC2CCN(C(=O)NCc3ccc(F)cc3)CC2)CC1 | 6% | -1%
Cc1ccc(-n2ccnc(NCCc3ccc(S(N)(=O)=O)cc3)c2=O)c(C)c1 | 0% | 5%
O=C(c1cnc(N2CCCCC2)c2ccccc12)N1CCN(c2cccc(Cl)c2)CC1 | -2% | 0%
O=C(NCc1ccc(F)cc1)c1cccc(N2CCCS2(=O)=O)c1 | 0% | -5%
Cc1ccc(Cl)cc1N1CCN(C(=O)c2cnn(-c3ccc(Cl)cc3)c2C2CCNCC2)CC1 | -1% | -6%
CCC(=O)Nc1nnc2n1CCS2 | -3% | 2%
O=C(Nc1nc2ccccc2s1)c1ccc(S(=O)(=O)N2CCCC2)cc1 | -1% | -7%
CCOc1ccc(CCNC(=O)Cn2ccc3cc(S(=O)(=O)N4CCCCC4)ccc32)cc1 | -1% | -3%
COc1ccc(-c2cc3ccc(O)c(CN4CCN(C)CC4)c3oc2=O)cc1OC | -6% | 0%
CCOC(=O)c1cc(-c2ccccc2)n(CCCC(=O)Nc2ccc(C(C)C)cc2)c1C | 0% | 1%
O=C(NCc1ccccc1Cl)c1ccc(CSCc2cccc(F)c2)o1 | -27% | -3%
Cc1oc2ncn(C)c(=O)c2c1C(=O)NC(C)c1ccccc1 (centres undefined) | 0.28µM*[quencher] | -29%
COc1ccc(-c2cc(C(=O)NCc3cc(OC)c(OC)c(OC)c3)[nH]n2)cc1 | -1% | 2%
COc1cc([N+](=O)[O-])ccc1NC(=O)N1CCC2(CC1)Nc1ccccc1-n1cccc12 | -3% | -3%
CCCCNC(=O)C1CCN(c2nc3ccccc3nc2C(F)(F)F)CC1 | -1% | 7%

Next compounds
SMILES | TR SRC2 fluor cs | TRb SRC2 PPI
CCCOc1ccc(NC(=O)CC2C(=O)N(c3ccc(C)cc3)C(=O)N2CCc2ccncc2)cc1 (centres undefined) | -4% | 3%
COc1cccc(Cn2c(=O)n(Cc3ccccc3)c(=O)c3c2c2cc(OC)ccc2n3C)c1 | -1% | -8%
C=CC(=O)NC(C)(C)CS(=O)(=O)O | -3%&3%[201 µM] | 3%&8%[201 µM]
Cc1cc2ccccc2n1-c1ccc(C(=O)N2CCC(C(=O)NCc3ccccc3Cl)CC2)s1 | 0% | -5%
CC1CCN(CCCNC(=O)CN2C(=O)CSc3ccc(S(=O)(=O)N4CCC(C)CC4)cc32)CC1 | -2% | -5%
O=C(Nc1cccc(Br)c1)N1CCN2CCCCC2C1 (centres undefined) | -1% | -5%
Cc1cccc(N2CCN(C(=O)c3c(C)oc4ncnc(N5CCOCC5)c34)CC2)c1C | 1% | -4%
Cc1ccc(Nc2nc3ccc(C(=O)c4ccccc4)cc3n3c(C)nnc23)c(C)c1 | ? | ?
O=C(Cc1ccc(Cl)cc1)NC1CC(=O)N(c2ccc3c(c2)OCCO3)C1 (centres undefined) | 1% | -13%
CCc1cc(=O)[nH]c(SCc2nc(-c3ccccc3)no2)n1 | 0% | 0%
CCOC(=O)c1[nH]c(C)c(CCC(=O)Nc2cc(Cl)c(OC)cc2OC)c1C | -4% | 5%
COc1cc2c(cc1OC)n(CC(=O)c1ccc(C)cc1)c(=O)n1nc(CCn3nc(C)cc3C)nc21 | 1% | -2%
CCc1ccc(NC(=O)C(=O)NCCc2csc(-c3ccc(C(F)(F)F)cc3)n2)cc1 | 6% | 8%
Cc1oc2ncn(CC(C)C)c(=O)c2c1C(=O)N(Cc1ccccc1)C(C)C | -18% | -5%
O=C(Cn1c(=O)nc(-c2ccccc2)c2cc(Cl)ccc21)N1CCN(c2ccc(F)cc2)CC1 | -2% | -2%
Cc1ccc2c(=O)c(C(=O)c3cccc(Cl)c3)cn(CC(=O)NC3CCCCC3)c2n1 | 2% | -4%
O=C(CSc1nc2sc3c(c2c(=O)[nH]1)CCCC3)Nc1ccccc1F | -3% | 3%
COCCCNc1ncnc2c1cnn2-c1ccc(F)cc1 | -2% | 1%
Cc1ccc(CCNC(=O)CCSCc2ccccc2F)cc1 | -1% | 0%
Cc1ccc2c(=O)c(C(=O)c3ccccc3)cn(CC(=O)Nc3ccccc3)c2n1 | -20% | 0%
CC(C)OC(=O)c1cccnc1SCC(=O)Nc1ccc(C(F)(F)F)cc1Cl | -1% | 5%
Cc1ccc2[nH]c3c(=O)n(CC(=O)N(CCN(C)C)Cc4ccccc4)ncc3c2c1 | 1% | 0%
Cc1ccc(S(=O)(=O)N2CCN(Cc3ccccc3)CC2)c(C)c1NS(C)(=O)=O | 0% | 3%
Cc1ccc(C)c(N2CCN(C(=O)CCn3c(=O)[nH]c4ccccc4c3=O)CC2)c1 | 2% | -3%
COc1ccccc1N1CCN(C(=O)c2cnn(-c3cccc(Cl)c3)c2C2CCN(C(=O)OC(C)(C)C)CC2)CC1 | 0% | -5%

Next section:
SMILES | TR SRC2 fluor cs | TRb SRC2 PPI
CN(C)c1ccc(CNC(=O)c2sc3ncccc3c2-n2cccc2)cc1 | -5% | 10%
O=C(Cc1ccccc1)N(Cc1cccnc1)c1nc2ccc(F)cc2s1 | -1% | -5%
Cc1cc(C)cc(-n2ccnc2SCC(=O)Nc2ccccc2F)c1 | -1% | 1%
CN(C)S(=O)(=O)N1CCC(n2c(C(F)(F)F)nc3cccnc32)CC1 | -1% | 4%
COC(=O)c1sccc1S(=O)(=O)N1CCN(c2ccc(Cl)cc2)CC1 | -5% | 1%
Cc1ccc(S(=O)(=O)Nc2ccc(-c3ccc(N4CCCCCC4)nn3)cc2)c(C)c1 | -15% | -3%
CC(=O)C1=C(c2ccc(C)cc2)N(C(C)=O)n2c(nnc2C2CCCCC2)S1 | -1% | 3%
CCOc1cc(CNC(=O)c2ccc3nc(C(C)C)oc3c2)cc(OCC)c1OCC | 1% | 7%
CCN(C(=O)CSc1nc2ccccc2n1CC(=O)Nc1ccc(F)cc1F)c1ccccc1 | 0% | 5%
CC(=O)N1CCN(C(=O)C(=O)Nc2c3c(nn2-c2ccc(Cl)cc2)CSC3)CC1 | 1% | -4%
CCOC(=O)c1c(C)[nH]c(C)c1S(=O)(=O)N1CCC(C(=O)NCc2ccccc2)CC1 | 0% | -3%
CCOc1ccc(CNC(=O)CS(=O)(=O)c2cccc3nsnc23)cc1 | ? | -24%
CCCCc1nn2c(=O)cc(COC(=O)c3ccccc3NC(=O)C3CCCCC3)nc2s1 | -1% | 3%
Cc1cc(Cl)ccc1NC(=O)c1cc2ccccn2n1 | 0% | 7%
Cc1ccc2nc(N3CCN(c4ccccc4F)CC3)c3nnnn3c2c1 | 0% | 3%
CCc1c(-c2ccccc2)nc2ccccc2c1C(=O)NCCc1ccccc1 | -2% | -8%
O=C(NCC(c1cccs1)S(=O)(=O)c1ccccc1)c1ccc(C(F)(F)F)cc1 (centres undefined) | -6% | -2%
CCOc1ccc(-c2cccc(NS(=O)(=O)c3ccccc3C(F)(F)F)c2)nn1 | 0% | -5%
CCC1Sc2ccccc2N(CC(=O)NCc2ccc(C)cc2)C1=O (centres undefined) | -1% | 3%
Cc1cc(=O)n(CC(=O)N2CCCc3ccccc32)c2c1c(C)nn2-c1cccc(F)c1 | 2% | 5%
CCNC(=O)C1CCCN(c2nnc(C)c3c(C)n(-c4ccc(C)cc4)nc23)C1 (centres undefined) | 0% | -2%
O=C(Nc1ccc(N2CCN(CCOc3ccc(Cl)cc3)CC2)c(C(=O)O)c1)c1ccc(F)cc1 | -29% | 0%
Cc1nnc(N2CCCC(C(=O)NCc3ccccc3)C2)c2nn(-c3ccccc3)c(C)c12 (centres undefined) | -1% | -7%
Cc1ccccc1CN1CCCN(CC(=O)Nc2c(C)cccc2C)S1(=O)=O | -2% | 2%
CC(C)OCCCn1c(SCc2cccc(Br)c2)nc2c(sc3ccccc32)c1=O | -15% | 3%

12 entries from above, arranged by count of non-hydrogen atoms, largest number first:
SMILES | TR SRC2 fluor cs | TRb SRC2 PPI
CC1CCN(CCCNC(=O)CN2C(=O)CSc3ccc(S(=O)(=O)N4CCC(C)CC4)cc32)CC1 | -2% | -5%
COc1cc([N+](=O)[O-])ccc1NC(=O)N1CCC2(CC1)Nc1ccccc1-n1cccc12 | -3% | -3%
Cc1ccc2[nH]c3c(=O)n(CC(=O)N(CCN(C)C)Cc4ccccc4)ncc3c2c1 | 1% | 0%
Cc1ccc(C)c(N2CCN(C(=O)CCn3c(=O)[nH]c4ccccc4c3=O)CC2)c1 | 2% | -3%
Cc1ccc(S(=O)(=O)N2CCN(Cc3ccccc3)CC2)c(C)c1NS(C)(=O)=O | 0% | 3%
CCOC(=O)c1[nH]c(C)c(CCC(=O)Nc2cc(Cl)c(OC)cc2OC)c1C | -4% | 5%
CCCCNC(=O)C1CCN(c2nc3ccccc3nc2C(F)(F)F)CC1 | -1% | 7%
O=C(NCc1ccccc1Cl)c1ccc(CSCc2cccc(F)c2)o1 | -27% | -3%
CC1Cn2c(C(=O)NCc3cccc(Br)c3)cc3cccc(c32)S1 (centres undefined) | 0% | 4%
Cc1ccc(CCNC(=O)CCSCc2ccccc2F)cc1 | -1% | 0%
Cc1cc(Cl)ccc1NC(=O)c1cc2ccccn2n1 | 0% | 7%
C=CC(=O)NC(C)(C)CS(=O)(=O)O | -3%&3%[201 µM] | 3%&8%[201 µM]

Remaining list, next part
SMILES | TR SRC2 fluor cs | TRb SRC2 PPI
COc1ccc(C)cc1N(C)C(=O)c1c2c(nc3ccccc13)C(=O)N(C1CCCCC1)C2 | -2% | -1%
CC(C)(C)C(=O)NC1CC(=O)N(c2ccc3c(c2)OCCO3)C1 (centres undefined) | -1% | -1%
CCOC(=O)c1c(NC(=O)c2ccc(S(=O)(=O)N(CCOC)CCOC)cc2)sc2c1CC(C)(C)NC2(C)C | -3% | 5%
CCOC(=O)c1ccc(OC(=O)c2cn(-c3ccc(C)cc3)c(=O)c3ccccc23)cc1 | 5% | 1%
Cc1ccc(C(=O)Nc2nnc(SCc3cc(=O)n4ccc(C)cc4n3)s2)cc1 | -1% | -5%
CC(C)CCNC(=O)C1CCC(Cn2c(=O)c3sccc3n(CC(=O)NC(C)C)c2=O)CC1 (centres undefined) | -1% | 7%
Cc1cccc(NC(=O)N2CCC(N3CCN(Cc4ccccc4)C(=O)C3=O)CC2)c1C | -1% | -2%
O=C(NCCc1ccc(F)cc1)C(=O)NCC(c1ccco1)S(=O)(=O)c1ccccc1 (centres undefined) | -2% | -4%
CCOC(=O)c1noc2ncnc(N3CCN(c4cccc(Cl)c4)CC3)c12 | -4% | 1%
Cc1nn(C)c2c1c(C(F)(F)F)cc(=O)n2Cc1cccc(Br)c1 | -1% | 3%
CCOc1ccc(CNC(=O)c2ccc3c(c2)nnn3C2CCCC2)cc1 | -2% | -5%
COc1ccccc1CCNC(=O)c1ccc(-c2nc(CSc3ccc(C)cc3)c(C)o2)cc1 | -1% | -6%
COc1ccc2c(c1)c1c(c(=O)n(-c3cccc(Cl)c3)c(=O)n1C)n2C | -1% | 0%
COc1ccc(Cc2nc3ccc(C(=O)NCc4ccc(OC)cc4OC)cc3o2)cc1 | -5% | 11%
CCC(O)c1cc2c(cc1NC(=O)c1ccccc1F)OCCO2 (centres undefined) | -3% | 1%
CC(CCc1ccccc1)NC(=O)CSc1n[nH]c(-c2ccc(F)cc2)n1 (centres undefined) | 2% | 3%
COc1cc(NC(=O)C2CCN(S(=O)(=O)c3c(C)noc3/C=C/c3ccccc3F)CC2)cc(OC)c1OC | 1% | -2%
COc1ccccc1C(=O)OCc1cc(=O)n2c(C)csc2n1 | 1% | -5%
CCc1ccc(CNC(=O)CN2C(=O)CSc3ccc(S(=O)(=O)N4CCOCC4)cc32)cc1 | -1% | 4%
COc1ccc(N2CC(NC(=O)/C=C\c3ccc(OC)c(OC)c3)CC2=O)cc1 (centres undefined) | -1% | 4%
COc1ccc(-c2nnc(SCC(=O)NCCc3ccccc3)nc2-c2ccc(OC)cc2)cc1 | -2% | 4%
CN(C)CCN(Cc1ccco1)S(=O)(=O)c1cc2c(cc1Cl)NC(=O)CO2 | 2% | -5%
CN1C(=O)Cc2cc(S(=O)(=O)NCc3ccc(Cl)cc3)ccc21 | 2% | -2%

High-throughput results as filed in PubChem.
